# HTRA1 inh = HTRA1 serine protease inhibitors, primary screen, biochemical, fluorescence polarization, HTS. hit rate 0.5% among 340,000. Q92743. recombinant HTRA1, FP-rhodamine activity-based probe. inhibition, % at 5.96 µM; in the data active means inhibition above about 36%;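 further: 0% = enzyme with DMSO and 100% = wells lacking enzyme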
# PRMT1 inh = PRMT1 methyltransferase inhibitors, primary screen, biochemical, fluorescence polarization; Protein arginine N-methyltransferase 1 (Homo sapiens), Q99873; recombinant PRMT1, activity-based probe fluorescence polarization; inhibition, % at 2.79 µM; hit rate 1.3% among 370,000; AID 652257, 2013;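 active means inhibition above about 21% made by adding two undisclosed values, limit read from the data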
# rCAG binder = binders of r(CAG) RNA repeats, primary screen, biochemical, fluorescence; AID 651821, 2012; hit rate 1.3% among 370,000; inhibition, % at 3 µM; r(CAG) RNA repeat, TO-PRO-1 dye displacement fluorescence;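 active means inhibition above the plate cutoff, the mean of all test compounds on that plate plus 3 SD, cut at about 35% in these data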;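 further: 0% = DMSO alone and 100% = 100 µM mitoxantrone as full dye displacement; higher means more dye released from RNA so lower well fluorescence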
# MBD2 inh = inhibitors of MBD2 binding to methylated DNA, primary screen, biochemical, TR-FRET, DNA-binding domain, human; MBD2 binding to methylated oligonucleotide; inhibition, % at 4.4 µM; hit rate 0.31% among 370,000; AID 686964, 2013; in the data active means inhibition above about 13%
# mABHD4 FP = ABHD4 inhibitors, primary screen, biochemical, fluorescence polarization, mouse | (Lyso)-N-acylphosphatidylethanolamine lipase (Mus musculus), Q8VD66 | purified mABHD4, FP-Rh probe fluorescence polarization | inhibition, % at 8.92 µM | hit rate 0.54% among 370,000 | AID 720543, 2013;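 active means inhibition exceeding the mean over every tested compound plus 3 SD, cut at about 30% in these data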;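 further: 0% = plate median of compound wells and 100% = S159A mutant with DMSO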
#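 Material: mouse ABHD4 enzyme, wild type; Benchmarks: S159A mutant high control, sample median low control; Buffer or medium: HEPES pH 7.0, NaCl, Pluronic buffer; Signal: fluorescence polarization; Read-out: percent inhibition of probe binding, normalized to plate controls; Timing: pre-incubation 45 min, probe exposure 60 min, at 25 °C; Dosing: 8.92 µM, single dose.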
# NPR2 activator = human GC-B receptor activators, primary screen, HEK293 GC-B cells, cGMP TR-FRET, EC30 CNP; Atrial natriuretic peptide receptor 2 (Homo sapiens), P20594; 0% at EC30 CNP, 100% saturating CNP; activation, % at 10 µM; hit rate 0.11% among 370,000;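 active means activation at 10 µM reaching about 35% in either raw or pattern-adjusted values, limit read from the data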
# Target sequence (P20594 whole entry, looked up): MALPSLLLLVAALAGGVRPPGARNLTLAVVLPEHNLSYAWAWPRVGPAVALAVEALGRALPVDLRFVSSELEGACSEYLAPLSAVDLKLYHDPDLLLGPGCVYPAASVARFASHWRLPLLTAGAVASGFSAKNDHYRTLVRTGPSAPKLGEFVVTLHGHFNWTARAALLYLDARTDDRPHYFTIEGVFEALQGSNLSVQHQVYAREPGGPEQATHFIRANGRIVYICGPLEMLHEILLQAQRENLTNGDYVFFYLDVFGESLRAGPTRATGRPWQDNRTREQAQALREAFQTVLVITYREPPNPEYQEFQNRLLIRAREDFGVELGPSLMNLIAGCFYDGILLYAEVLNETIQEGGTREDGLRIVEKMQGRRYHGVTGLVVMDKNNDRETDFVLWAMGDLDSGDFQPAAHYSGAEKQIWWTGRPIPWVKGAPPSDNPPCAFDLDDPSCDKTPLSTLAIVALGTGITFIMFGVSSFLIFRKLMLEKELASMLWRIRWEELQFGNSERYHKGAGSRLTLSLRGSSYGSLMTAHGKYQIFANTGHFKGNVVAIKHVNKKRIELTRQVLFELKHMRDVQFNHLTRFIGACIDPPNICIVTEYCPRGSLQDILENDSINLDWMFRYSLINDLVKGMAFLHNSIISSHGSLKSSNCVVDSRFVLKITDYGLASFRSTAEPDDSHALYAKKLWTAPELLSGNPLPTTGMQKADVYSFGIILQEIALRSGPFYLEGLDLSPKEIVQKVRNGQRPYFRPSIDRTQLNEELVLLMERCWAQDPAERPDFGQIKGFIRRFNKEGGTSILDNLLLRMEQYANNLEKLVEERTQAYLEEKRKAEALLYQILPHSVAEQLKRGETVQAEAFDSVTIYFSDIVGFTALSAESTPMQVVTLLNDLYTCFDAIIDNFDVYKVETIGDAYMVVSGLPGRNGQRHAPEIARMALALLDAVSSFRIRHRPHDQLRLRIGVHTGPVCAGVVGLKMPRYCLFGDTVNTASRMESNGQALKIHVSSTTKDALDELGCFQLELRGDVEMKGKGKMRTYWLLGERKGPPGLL
# SIAE inh = human SIAE inhibitors, primary screen, biochemical, fluorescence polarization, FP-Rh probe, 1536-well HTS; SIAE FP-Rh probe binding; inhibition, % at 9.66 µM; hit rate 0.69% among 370,000; Sialate O-acetylesterase (Homo sapiens), Q9HAT2;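 active means inhibition above a cutoff: mean of compounds within the control limits plus 3 SD of those, cut at about 17% in these data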;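 further: 0% = plate median of compound wells and 100% = probe without SIAE protein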
# UHRF1 MBD2 ctr = UHRF1 methylated DNA binding inhibitors, primary screen, counter-screen for MBD2 inhibitor project, biochemical, TR-FRET, human UHRF1, single concentration. inhibition, % at 4.4 µM. hit rate 0.75% among 370,000. UHRF1 binding to methylated oligo; in the data active means inhibition above about 21%;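 further: UHRF1 SRA domain binding a hemimethylated CpG hairpin DNA probe; 0% = median of test compound wells and 100% = reference inhibitor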
# TCR-CD3 inh = inhibitors of human TCR-CD3 interaction, primary screen, biochemical, fluorescence, TAMRA-labeled TCR probe; inhibition, % at 9.4 µM; hit rate 0.37% among 360,000; T-cell receptor (TCR); in the data active means inhibition above about 19%;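 further: recombinant mutant TCR 2C K166C tagged with TAMRA read by polarization; 0% = receptor in buffer alone and 100% = receptor with positive control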
# GC-A act = GC-A stimulated cGMP production enhancers – HEK293 GC-A cells, cGMP TR-FRET, EC30 ANP, primary screen; Atrial natriuretic peptide receptor 1 (Homo sapiens), P16066; 0% at EC30 ANP, 100% saturating ANP; activation, % at 10 µM; hit rate 0.14% among 370,000; AID 1671463, 2021; in the data active means activation above about 40%
# * hit, by the source's call; x = no result given. An excerpt; the hit share may differ from the screen's.
SMILES,HTRA1 inh,PRMT1 inh,rCAG binder,MBD2 inh,mABHD4 FP,NPR2 activator,SIAE inh,UHRF1 MBD2 ctr,TCR-CD3 inh,GC-A act
O=C(COC(=O)c1cnccn1)NCc1ccc(Cl)cc1,-12,-6,3,4,-7,-4,2,-3,1,0
COc1ccc(-n2c(SCc3ccccn3)nc3c(c2=O)SCC3)cc1OC,-1,-5,-5,0,-4,0,4,0,3,-2
Cn1c(=O)n(Cc2ccccc2Br)c2ccccc21,-6,1,-3,-5,-2,-2,6,5,0,3
CCC(C)[C@H](NC(=O)N1CC(=O)Nc2ccccc21)C(=O)N1CCC(C(=O)O)CC1 (stereo not given in full),2,1,4,2,-6,-3,-15,-3,-2,1
Cc1cccc(NC(=O)CCCC(=O)OC(C)C(=O)c2ccccc2)c1 (stereo not given),5,-4,-2,-2,-5,-2,2,2,2,2
O=C(CCN1C(=O)[C@@H]2Cc3ccccc3CN2C1=O)NCc1ccccc1Cl,-5,-1,1,-5,1,4,-1,-4,2,2
O=C(Nc1ccccc1)C1=C[C@@H](C2CC2)C[C@@H](OCCCCO)O1,1,1,-3,2,2,0,1,2,0,-1
CSc1cccc(NC(=O)N2CCCC(CNS(=O)(=O)Cc3ccccc3)C2)c1 (stereo not given),7,5,-2,10,7,-4,1,3,-5,-5
CC(=O)c1ccc(NC(=O)CN2CCN(S(=O)(=O)c3ccc4c(c3)OCCO4)CC2)cc1,-7,-1,10,-1,-4,0,1,-1,0,0
Cc1nnc(SCc2cccc([N+](=O)[O-])c2)s1,-1,-3,0,-4,-1,-2,7,-3,0,-2
CC(C)N(Cc1ccccc1)C(=O)COC(=O)c1c(F)cccc1F,-1,-1,-1,3,6,4,-3,1,-1,0
Cc1cc(C(=O)Nc2ccc3c(c2)OCO3)no1,5,0,2,3,-2,3,3,3,-5,0

# Three entries from above, arranged by the number in HTRA1 inh, falling:
Structure	HTRA1 inh	PRMT1 inh	MBD2 inh	NPR2 activator	SIAE inh	TCR-CD3 inh	GC-A act
CSc1cccc(NC(=O)N2CCCC(CNS(=O)(=O)Cc3ccccc3)C2)c1 (stereo not given)	7	5	10	-4	1	-5	-5
O=C(CCN1C(=O)[C@@H]2Cc3ccccc3CN2C1=O)NCc1ccccc1Cl	-5	-1	-5	4	-1	2	2
Cn1c(=O)n(Cc2ccccc2Br)c2ccccc21	-6	1	-5	-2	6	0	3

# (more compounds)
SMILES,HTRA1 inh,PRMT1 inh,rCAG binder,MBD2 inh,mABHD4 FP,NPR2 activator,SIAE inh,UHRF1 MBD2 ctr,TCR-CD3 inh,GC-A act
Cc1cc(NC(=O)c2c(F)c(F)c(F)c(F)c2F)no1,1,-2,-2,0,-9,1,-3,0,0,4
COCCCN1CC23C=CC(O2)C(C(=O)OC)C3C1=O (stereo not given),2,-4,0,0,5,7,-1,3,-4,4
c1ccc(CSc2nnc(NC3CCCCC3)s2)cc1,-3,-5,0,-6,-8,4,-1,4,0,0
Cc1cc(C)c(C)c(OCCn2ccnc2)c1,-2,5,-2,1,2,-7,3,4,-7,-2
Cc1ccc(NCc2nnc(SCC(=O)Nc3nnc(C)s3)n2C)cc1,0,2,-2,8,1,-12,2,3,4,4
CC(=O)NC(C)(c1ccccc1)c1nc(-c2ccc(S(C)(=O)=O)cc2)cs1 (stereo not given),x,0,2,-5,4,0,5,-1,7,5
COC(=O)c1cccc(NC(=O)c2ccc(S(=O)(=O)N(C)c3ccccc3OC)cc2)c1,-36,-6,2,5,-42,2,-46,-2,-1,0
O=C(CNS(=O)(=O)c1cccs1)NCc1ccccc1,-4,0,7,3,-4,6,-8,6,11,-1
CC1CN(S(=O)(=O)c2cccc(C(=O)OC(C)C(=O)NC3CCCCC3C)c2)CC(C)O1 (stereo not given),5,3,-8,9,-11,1,5,5,-1,-2
Cc1cccc(OCCCSc2nc3ccc(C)cc3[nH]2)c1,-37,-2,0,-2,-20,0,-4,2,1,-3
CC1=NN(c2ccc(C)cc2C)C(=O)C1C(c1ccccc1O)C1C(=O)N(c2ccc(C)cc2C)N=C1C (stereo not given),-1,0,13,-3,0,-3,15,14,2,-5
O=c1c(-c2ccccc2)cocc1-c1ccccc1,-1,4,1,2,2,8,1,-1,-6,-2
Cc1ccccc1CN1N=C(/C=C/c2ccccc2)CCC1=O,-18,-4,-3,0,-11,3,-4,3,-5,-3
COc1ccc(-n2nc(C(=O)O)c3ccccc3c2=O)cc1,-2,-1,2,-1,2,0,-6,-2,-2,6
O=C(NCCc1ccccc1)c1cccc2c(-c3ccc(F)c(F)c3)coc12,x,4,8,-2,-19,-1,-12,6,-3,-3
NC(=O)C(c1ccc(Sc2ccccc2)nn1)c1ccc(Cl)cc1Cl (stereo not given),-7,-2,-2,2,-7,-10,1,-2,1,3
O=C1c2ccccc2C2=Nc3ccccc3SC(c3cccc(F)c3)C12 (stereo not given),5,3,9,-2,18,-3,18*,-2,-2,-5
CCOc1cc(/C=N/NC(=O)C(=O)N2CCCC2)ccc1O,6,-4,-3,-5,1,2,2,0,-3,-2
Cc1cccc(NC(=O)Cn2cnc3sc(C)c(S(=O)(=O)N4CCC(C)CC4)c3c2=O)n1,-7,2,-1,-8,4,4,14,-2,-2,1
COc1cc(C2C3=C(CCCC3=O)Nc3c2c(C)nn3-c2cccc(C)c2)cc(OC)c1O (stereo not given),0,1,2,0,2,-3,2,-2,2,0
COc1cccc(-n2c(Cc3cc(=O)[nH]c(=O)[nH]3)nnc2SCC(=O)N2CCCCC2)c1,-1,2,4,-6,-5,0,6,0,-5,2
Cc1cc(C)c2cc(C#N)c(SCC(=O)NCC3CCCO3)nc2c1 (stereo not given),1,0,3,-4,4,-8,-1,-5,-6,-9
O=C(Nc1nccs1)c1cc(-c2ccncc2)nc2ccccc12,3,-1,9,2,5,5,-1,-4,5,6
Cc1nc2ccccc2n1S(=O)(=O)c1ccc(S(=O)(=O)N2CCCCCC2)cc1,0,3,-1,1,4,10,2,1,-6,4
COc1ccc(CC(=O)Oc2ccccc2Cl)cc1S(=O)(=O)N1CCOCC1,0,-2,-4,0,-1,3,4,13,9,2
O=C(Nc1ccc(N2CCN(Cc3ccccc3F)CC2)cc1)c1ccccc1[N+](=O)[O-],-6,1,0,2,6,4,1,2,5,5
O=C1NC(Cc2ccccc2)c2nc3cc(F)ccc3c(=O)n2-c2ccccc21 (stereo not given),x,-1,-1,-4,-12,9,-4,6,-14,-4
COc1ccccc1Nc1nc(-c2sc(N)nc2C)cs1,15,-1,17,-5,17,-4,11,-6,-4,-1
CC12CCC(C(=O)N(CSC(=S)N/N=C\c3ccccc3Cl)C1=O)C2(C)C (stereo not given),-3,15,8,0,17,3,-14,-11,3,-2
CCCCc1cn(C[C@H]2CC[C@@H]([C@@H]3CC[C@H](Cn4cc(CCCC)nn4)O3)O2)nn1,3,-2,-10,-4,1,6,-5,0,3,-1
Cc1ccccc1C1C(C#N)=C2N=C(N)c3ccccc3N2C2=C1C(=O)CCC2 (stereo not given),-7,0,0,-3,5,38*,2,-2,12,28
O=C(CCC(=O)Nc1ccc(Cl)cc1)N/N=C/c1ccc2c(c1)OCO2,5,-4,1,3,1,-2,-5,-2,2,-3
C[C@@H]1CN([C@H](C)CO)C(=O)c2c(c3ccccc3n2C)-c2ccccc2CO[C@H]1CN(C)C(=O)c1cc(Cl)cc(Cl)c1,-5,7,7,5,5,-12,8,0,-6,-15
CN(C)S(=O)(=O)c1ccc(S(=O)(=O)N2CCCC2)cc1,7,-2,1,-5,1,4,5,1,0,1
O=C1CCc2cc(S(=O)(=O)NC(Cc3ccccc3)C(=O)N3CCN(c4ccccn4)CC3)ccc2N1 (stereo not given),-3,1,-2,0,0,-2,-3,-1,3,1
CC(C)NC(=S)N1CCN(S(=O)(=O)c2cccc(C(F)(F)F)c2)CC1,-2,1,-5,-1,-4,-2,-2,-3,4,-1
N/C(=N/OC(=O)c1ccc(Cl)cc1)c1ncc([N+](=O)[O-])s1,x,-2,2,-3,1,-6,9,2,-2,-2
O=C(NC1CCCCC1)N(Cc1ccccc1)Cc1ccco1,0,-2,-6,-5,-1,-13,1,1,7,-2
CC(=O)NCCC1CCCCN1C(=O)c1cc(COc2cc(C)ccc2C)on1 (stereo not given),-11,2,3,-2,-6,0,5,-2,7,0
Cc1cc(C)n(-c2ccc(C(=O)OCC(=O)NCc3ccc(Cl)cc3)cc2)n1,-2,-2,-5,1,3,-3,-7,1,9,-1
COCCNC(=O)C(c1ccc(C)o1)N(C(=O)c1snc(C(N)=O)c1N)c1cc(C)cc(C)c1 (stereo not given),-6,-1,-7,4,-3,-7,2,-2,-5,-20
O=C1CN(C(=O)CSc2nnc3ccccn23)c2ccccc2N1,0,-1,2,0,3,2,-4,0,9,3
CSc1nnc(C(C)(C)C)c(=O)n1/N=C/c1ccccc1O,-2,5,-4,11,-1,-8,-4,1,0,0
CSc1ccc(Cl)c(C(=O)Nc2ccc(Cl)cn2)c1,-6,1,-1,0,0,-5,-3,-1,8,-10
O=C(Nc1ccccc1Oc1ccccc1)c1ccc(Br)o1,-22,-5,0,2,-13,-9,0,-2,6,-5
CN(C)/C=C1\N=C(c2cccs2)OC1=O,2,2,2,-1,-1,4,1,-4,-1,-3
Cn1c(N)c(C(=O)COC(=O)/C=C/c2ccc(F)cc2)c(=O)n(C)c1=O,1,-1,0,3,-4,1,4,4,-8,4
CCc1ccccc1N(C)S(=O)(=O)c1ccc(-c2cc(C)no2)s1,-35,-1,6,6,-1,-6,-8,0,0,2
OCCN(CCCn1c(C(F)(F)F)nc2ccccc21)c1nc(CN2CCCCC2)cs1,1,1,-8,4,8,2,1,0,-1,-3
Cc1nc2ccc(C(=O)N(C)CC3CCCN(CCc4ccc(Cl)cc4)C3)cc2[nH]1 (stereo not given),8,0,-5,0,1,2,-8,-2,-2,-2
O=C1NC(=O)C(Nc2cccc3ccccc23)S1 (stereo not given),5,1,8,1,20,-2,10,-3,0,5
O=C1C2C3C=CC(C4CC34)C2C(=O)N1c1nccs1 (stereo not given),2,-3,1,-3,1,5,-7,-1,5,4
COc1ccc(C2CCCN2C(=O)Nc2cccc(C(C)=O)c2)cc1OC (stereo not given),4,-3,3,3,4,0,6,3,7,9
CC(=O)Nc1cc(Br)ccc1O,4,-5,-2,-3,-1,-4,7,1,-5,0
Cc1cc(C(=O)CCC(=O)Nc2ccc(S(N)(=O)=O)cc2)c(C)s1,-7,4,3,1,-13,3,-1,1,-5,0
O=C(NCc1ccccc1)C(c1ccccc1)N(C(=O)c1csnn1)c1ccccc1 (stereo not given),4,3,-2,-2,2,-2,3,0,1,-2

# Full records from above. Screens in order: HTRA1 inh | PRMT1 inh | rCAG binder | MBD2 inh | mABHD4 FP | NPR2 activator | SIAE inh | UHRF1 MBD2 ctr | TCR-CD3 inh | GC-A act
# `Cc1cc(C(=O)CCC(=O)Nc2ccc(S(N)(=O)=O)cc2)c(C)s1` across the screens: -7 | 4 | 3 | 1 | -13 | 3 | -1 | 1 | -5 | 0
# `O=C1NC(=O)C(Nc2cccc3ccccc23)S1` (stereo not given) across the screens: 5 | 1 | 8 | 1 | 20 | -2 | 10 | -3 | 0 | 5
